# Assay outcomes deposited in PubChem BioAssay by Sanford-Burnham Center for Chemical Genomics.
# XBP1 UPR activ: activators of adaptive XBP1 UPR arm, primary screen, cell-based, CHO-XBP1 luciferase reporter, luminescence, uHTS. IRE1-XBP1 UPR activation; percent of tunicamycin response, DMSO as zero. activation, % at 20 µM. 330,000 compounds, 0.33% hits;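 active = versus positive control, 20 µM dose yields 30% or more activation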;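 note: 100% = tunicamycin at 10 µg/mL and 0% = DMSO only wells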
#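 Material: CHO-XBP1 cells stably carrying IRE1-XBP1-driven luciferase reporter / Amount: 1000 cells per well / Compound: 20 µM, 1% DMSO / Times: 6 h treatment, 37 °C / Detection: luciferase luminescence / Measure: % activation of reporter signal versus tunicamycin and DMSO controls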
# 697 NFkB inh: inhibitors of PMA/ionomycin-induced NF-kB reporter, 697 cells, primary screen, B-cell NF-kB inhibitor project, cell-based, luminescence, uHTS. 697 B-cell NF-kB luciferase reporter, 16 h. inhibition, % at 4 µM. 330,000 compounds, 0.33% hits; in the data active = inhibition above about 35%
# tim23-1 inh: growth inhibitors of tim23-1 mutant yeast, primary screen, luminescence, uHTS; S. cerevisiae tim23-1 growth, BacTiter-Glo luminescence, 24 h; inhibition, % at 20 µM; 330,000 compounds, 1.3% hits;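 active = growth inhibition of the mutant yeast at or above 50%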;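 note: temperature-sensitive mutant grown at 25 °C; plate controls were DMSO-treated mutant yeast for no effect and medium wells lacking yeast for full effect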
# Jurkat NFkB inh: inhibitors of induced NF-kB luciferase reporter, primary screen, TCR NF-kB activation inhibitor project, cell-based, luminescence, uHTS | Jurkat, PMA/ionomycin-induced NF-kB luciferase reporter | AID 435003, 2010 | 330,000 compounds, 0.53% hits | inhibition, % at 4 µM; in the data active = inhibition above about 50%
# UPR CHOP act: activators of apoptotic CHOP UPR arm, primary screen, cell-based, CHO-CHOP luciferase reporter, luminescence, uHTS | UPR activation; percent of tunicamycin response over DMSO baseline | activation, % at 10 µM | 330,000 compounds, 0.34% hits | AID 449763, 2010;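 active = at 10 µM dose, activation of 40% or more, normalized to positive control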;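 note: 100% = tunicamycin at 10 µg/mL and 0% = DMSO alone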
#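 measured by = luciferase luminescence | assay system = CHO-CHOP cells, stable luciferase reporter of PERK-eIF2a-CHOP signalling | amount = 500 reporter cells seeded per well | timing = 6 h compound exposure at 37 °C after overnight seeding | controls = positive tunicamycin 10 µg/mL, negative DMSO alone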
# Mdm2-MdmX inh: inhibitors of human Mdm2-MdmX association, primary screen, cell-based, luminescence, split luciferase, SaOS-2, uHTS; Protein Mdm4 (Homo sapiens) + E3 ubiquitin-protein ligase Mdm2 (Homo sapiens), …; SaOS-2 split-luciferase Mdm2/MdmX complementation; inhibition, % at 8 µM; 330,000 compounds, 3% hits;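 active = inhibition of at least 50% at 8 µM in the primary screen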
# Target sequence (O15151 whole entry, looked up): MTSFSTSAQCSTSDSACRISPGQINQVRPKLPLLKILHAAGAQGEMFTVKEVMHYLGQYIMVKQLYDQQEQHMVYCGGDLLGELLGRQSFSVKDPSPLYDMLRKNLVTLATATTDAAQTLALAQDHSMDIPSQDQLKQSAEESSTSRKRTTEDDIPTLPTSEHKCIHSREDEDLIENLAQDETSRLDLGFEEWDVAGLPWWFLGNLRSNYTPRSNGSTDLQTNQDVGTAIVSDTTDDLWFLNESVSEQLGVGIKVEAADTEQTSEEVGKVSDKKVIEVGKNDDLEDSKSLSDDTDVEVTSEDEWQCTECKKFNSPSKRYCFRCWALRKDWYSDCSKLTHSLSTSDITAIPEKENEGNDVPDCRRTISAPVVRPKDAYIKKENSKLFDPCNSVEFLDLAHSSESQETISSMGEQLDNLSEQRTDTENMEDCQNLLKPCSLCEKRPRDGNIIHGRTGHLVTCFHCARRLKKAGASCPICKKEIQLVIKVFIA
# Target sequence (Q00987 whole entry, looked up): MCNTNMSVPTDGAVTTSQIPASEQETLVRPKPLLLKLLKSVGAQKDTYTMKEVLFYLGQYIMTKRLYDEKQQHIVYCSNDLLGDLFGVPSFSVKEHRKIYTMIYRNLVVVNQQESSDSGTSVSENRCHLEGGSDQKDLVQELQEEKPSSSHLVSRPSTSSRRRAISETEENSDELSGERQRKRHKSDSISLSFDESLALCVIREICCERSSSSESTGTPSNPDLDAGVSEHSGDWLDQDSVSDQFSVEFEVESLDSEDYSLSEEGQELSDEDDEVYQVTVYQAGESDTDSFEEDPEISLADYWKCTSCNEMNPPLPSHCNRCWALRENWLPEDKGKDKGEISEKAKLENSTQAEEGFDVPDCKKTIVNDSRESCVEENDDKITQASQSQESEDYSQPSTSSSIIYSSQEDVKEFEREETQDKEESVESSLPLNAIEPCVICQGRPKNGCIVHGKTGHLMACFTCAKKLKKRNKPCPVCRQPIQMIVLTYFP
# tim10-1 inh: growth inhibitors of tim10-1 mutant yeast, primary screen, luminescence, uHTS. S. cerevisiae tim10-1 ts strain growth, BacTiter-Glo, 24 h. inhibition, % at 20 µM. 330,000 compounds, 2.2% hits;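 active = inhibition of at least 40%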;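 note: mutant grown at 25 °C; 0% = DMSO wells with yeast and 100% = wells holding no yeast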
# TIM10 inh: growth inhibitors of isogenic TIM10 control yeast, primary screen, counter-screen for tim10-1 yeast inhibitor project, luminescence, uHTS; inhibition, % at 10 µM; 330,000 compounds, 1.4% hits; S. cerevisiae TIM10 strain growth, BacTiter-Glo luminescence, 24 h; AID 463195, 2010;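 active = inhibition of 40% or more at the single tested concentration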;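 note: wild-type TIM10 isogenic control strain grown at permissive 25 °C; 0% = DMSO yeast wells and 100% = minimal medium wells without yeast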
# Active calls of the source: *.
SMILES,XBP1 UPR activ,697 NFkB inh,tim23-1 inh,Jurkat NFkB inh,UPR CHOP act,Mdm2-MdmX inh,tim10-1 inh,TIM10 inh
COCCn1c(-c2ccccc2)nc2oc3cc(OC)ccc3c(=O)c2c1=O,0,1,15,-11,0.0,-16,7,11
CCOC(=O)C1=C(CN2CCN(C(=O)c3ccco3)CC2)NC(=O)NC1c1ccc(F)cc1 (stereo not drawn),-5,-7,-11,-2,-0.8,8,3,-13
Cc1c(C(=S)Nc2ccccc2)cnn1-c1ccccc1,1,-60,23,-65,4.5,-33,33,21
CCOc1ccccc1N1C(=O)CC(Sc2nccc(C)n2)C1=O (stereo not drawn),-2,13,15,-1,0.2,5,14,5
C[n+]1cn(Cc2cc(Cl)ccc2OC(F)F)c2ccccc21,-1,4,-5,20,-1.2,13,3,6
CCCCCCCn1ccc(O)c(CC(=O)OC)c1=O,-3,-9,-1,0,0.9,13,2,-30
COc1cccc(C(=O)NN2CC(O)=C(c3nc4ccccc4s3)C2=N)c1,-2,8,1,-11,0.6,-11,-3,-3
CC(C)(C)c1ccc(/C=C/C(=O)Nc2nncs2)cc1,2,-11,-10,-171,6.4,-54,1,1
O=C(c1cccs1)N1CCN(C2CCN(Cc3ccccc3)CC2)CC1,-1,-2,-2,-9,-2.0,27,11,3
CCOC(=O)Cc1c(Cl)c2ccccc2[nH]c1=O,-1,-1,-1,-25,2.2,6,-7,-9
N#CC1=C(N)Oc2cc(O)ccc2C1c1ccncc1 (stereo not drawn),0,11,-4,-8,-2.9,-2,-24,0
CC(C)(C)c1csc(Sc2ncccc2[N+](=O)[O-])n1,1,-6,32,0,3.1,26,4,18
COc1ccc([C@H]2CC(=O)C=C(c3cc(C)ccc3F)C2)cc1,1,2,33,15,0.7,22,7,-3
Cc1ccc(C)c(NC(=O)Cc2coc3cc4c(cc23)CCC4)c1,-4,22,10,-7,-0.3,0,7,-17
CCOC(=O)c1oc2ccccc2c1COC(=O)CNC(=O)c1cc(OC)c(OC)c(OC)c1,-1,7,16,-8,-0.6,10,3,3
CCC(C(=O)Nc1cccc(OC)c1)n1nc(C)c2c(C)n(-c3ccccc3)nc2c1=O (stereo not drawn),-5,-16,17,7,0.5,34,35,0
COc1ccc(C2/C=C\CN(C(=O)c3ccc(C)cc3)[C@H](Cc3ccccc3)C(=O)N2Cc2ccc(F)cc2)cc1 (stereo partly drawn),-2,18,20,33,7.6,35,11,15
CCC(=O)Nc1ccc2c(c1)nc(CN1CCCCC1)n2C,-4,1,-2,-6,-0.8,23,-8,-20
CCOC(=O)C(Cc1ccccc1)C(=O)Nc1ccc(NC(=O)C(Cc2ccccc2)C(=O)OCC)cc1 (stereo not drawn),2,-1,-7,2,0.9,-23,1,-6
Cc1cccc[n+]1CC(=O)c1ccc2c(c1)OCCO2,0,-39,10,-23,-2.1,-20,0,21
CC(C)(C)C(=O)NC(c1ccccc1)c1c(O)ccc2ccccc12 (stereo not drawn),-7,-8,10,3,1.0,-20,9,29
Cc1csc(=O)n1CCC(=O)OCC(=O)NNC(=O)c1ccc(Cl)cc1,1,5,0,12,2.1,11,-4,6
CC(C)c1ccc(C(=O)NCCCN(C)C)cc1,0,12,-11,4,1.5,-2,-5,0
CS(=O)(=O)c1ccccc1-c1nnc(NC(=O)COc2ccc(Cl)cc2)o1,-3,-9,0,3,-1.3,-3,-1,-11
CCCn1c(SCC(=O)N2CCOCC2)nnc1-c1ccncc1,-2,-1,0,18,-1.9,16,-25,-3
COc1ccccc1N1CCN(C(=O)c2cccc(Oc3ccccc3)c2)CC1,4,-5,27,3,-2.0,15,-5,18
COc1ccccc1CNC(=O)Cn1cc2c(n1)CCCC2,0,2,15,2,-2.7,-8,19,12
[N-]=[N+]=NC[C@H](Cc1ccccc1)N1CC[C@@H](NC(=O)OCc2ccccc2)CCC1=O,-2,-20,14,6,1.2,-45,13,-1
COCCn1c(SCC(=O)Nc2nc(C)cs2)nnc1C(C)C,-4,-8,-3,-26,0.6,-17,-14,-11
COc1c(Cl)cc(Cl)cc1/C=C/C(=O)c1ccc(NC(=O)c2cccs2)cc1,12,-70,36,-24,55*,99*,27,16
C/C(=N\NC(=O)CNc1cccc2ccccc12)c1ccccc1,9,-9,31,6,0.5,3,28,42*
CCOP(=O)(c1ccccc1)C1(C#N)CC1 (stereo not drawn),5,8,-6,7,-0.5,15,-6,7
O=C(COC(=O)c1cc(=O)[nH]c2ccccc12)Nc1nc(-c2ccccc2)cs1,-1,-7,5,-27,4.5,2,-1,-6
O=C(CNc1ccccc1Cl)Nc1cc(S(=O)(=O)N2CCOCC2)ccc1Cl,-1,6,25,-10,0.0,-5,20,2
COc1cc(OC)nc(Oc2ccc(NC(C)=O)cc2)n1,-5,5,20,9,-0.9,6,8,-3
COc1ccc(C2=CC(=O)CC(c3ccc(OC)cc3)C2)cc1 (stereo not drawn),1,-9,25,-8,1.5,-32,22,12
Cn1c(SCC(=O)Nc2sccc2C#N)nnc1-c1ccccc1,2,20,5,16,0.5,8,-1,-1
CC12COC3(C(=O)Nc4cccnc4)CC1CCC32C (stereo not drawn),-3,6,18,4,-0.4,-2,8,13
Cc1cc(-c2nnc(SCC(=O)Nc3c(C)cccc3C)n2N)n[nH]1,1,6,8,2,0.1,-8,19,-6
O=C1C2C3C=CC(C3)C2C(=O)N1CNc1ccccn1 (stereo not drawn),-6,8,8,-9,0.1,9,4,-1
NC(=O)Cn1c(S(=O)(=O)Cc2ccccc2)nc2ccccc21,-1,-2,-2,-3,-0.1,-14,12,-15
COc1ccc2oc(C(=O)NCc3ccco3)c(C)c2c1,-2,-50,16,1,2.0,-11,19,9
CCOC(=O)N1CCN(C(=O)Nc2ccc3oc(C)nc3c2)CC1,-3,-3,14,0,-0.8,-21,13,14
CN=C(Nc1cc(C)nn1CCC#N)c1ccccc1F,7,-24,6,5,-2.4,-12,-10,0
Cc1cc(C)cc(NC(=O)N2CCC(C(=O)c3ccc(F)cc3)CC2)c1,-1,17,9,2,-1.4,18,8,-11

# Shown as tab-separated lines: part of the list above.
smiles	XBP1 UPR activ	697 NFkB inh	tim23-1 inh	Jurkat NFkB inh	UPR CHOP act	Mdm2-MdmX inh	tim10-1 inh	TIM10 inh
[N-]=[N+]=NC[C@H](Cc1ccccc1)N1CC[C@@H](NC(=O)OCc2ccccc2)CCC1=O	-2	-20	14	6	1.2	-45	13	-1
COCCn1c(SCC(=O)Nc2nc(C)cs2)nnc1C(C)C	-4	-8	-3	-26	0.6	-17	-14	-11
COc1c(Cl)cc(Cl)cc1/C=C/C(=O)c1ccc(NC(=O)c2cccs2)cc1	12	-70	36	-24	55*	99*	27	16
C/C(=N\NC(=O)CNc1cccc2ccccc12)c1ccccc1	9	-9	31	6	0.5	3	28	42*
CCOP(=O)(c1ccccc1)C1(C#N)CC1 (stereo not drawn)	5	8	-6	7	-0.5	15	-6	7
O=C(COC(=O)c1cc(=O)[nH]c2ccccc12)Nc1nc(-c2ccccc2)cs1	-1	-7	5	-27	4.5	2	-1	-6
O=C(CNc1ccccc1Cl)Nc1cc(S(=O)(=O)N2CCOCC2)ccc1Cl	-1	6	25	-10	0.0	-5	20	2
COc1cc(OC)nc(Oc2ccc(NC(C)=O)cc2)n1	-5	5	20	9	-0.9	6	8	-3
COc1ccc(C2=CC(=O)CC(c3ccc(OC)cc3)C2)cc1 (stereo not drawn)	1	-9	25	-8	1.5	-32	22	12
Cn1c(SCC(=O)Nc2sccc2C#N)nnc1-c1ccccc1	2	20	5	16	0.5	8	-1	-1
CC12COC3(C(=O)Nc4cccnc4)CC1CCC32C (stereo not drawn)	-3	6	18	4	-0.4	-2	8	13
Cc1cc(-c2nnc(SCC(=O)Nc3c(C)cccc3C)n2N)n[nH]1	1	6	8	2	0.1	-8	19	-6
O=C1C2C3C=CC(C3)C2C(=O)N1CNc1ccccn1 (stereo not drawn)	-6	8	8	-9	0.1	9	4	-1
NC(=O)Cn1c(S(=O)(=O)Cc2ccccc2)nc2ccccc21	-1	-2	-2	-3	-0.1	-14	12	-15
COc1ccc2oc(C(=O)NCc3ccco3)c(C)c2c1	-2	-50	16	1	2.0	-11	19	9
CCOC(=O)N1CCN(C(=O)Nc2ccc3oc(C)nc3c2)CC1	-3	-3	14	0	-0.8	-21	13	14
CN=C(Nc1cc(C)nn1CCC#N)c1ccccc1F	7	-24	6	5	-2.4	-12	-10	0
Cc1cc(C)cc(NC(=O)N2CCC(C(=O)c3ccc(F)cc3)CC2)c1	-1	17	9	2	-1.4	18	8	-11

# Next part.
SMILES,XBP1 UPR activ,697 NFkB inh,tim23-1 inh,Jurkat NFkB inh,UPR CHOP act,Mdm2-MdmX inh,tim10-1 inh,TIM10 inh
Cc1cc(C)cc(CC(CC(=O)Nc2ccc(Cl)cc2)C(=O)O)c1 (stereo not drawn),-1,-4,10,-21,2.4,5,18,-2
CC(C)OC(=O)c1c(NC(=O)CCn2nnc3ccccc32)sc2c1CCCC2,1,-4,19,6,1.1,18,32,17
COc1ccc(OC)c(NC(=O)N2CCCC(C(=O)c3ccccc3OC)C2)c1 (stereo not drawn),-1,19,10,13,0.3,5,28,29
O=C(Nc1ccc(N2CCOCC2)c(S(=O)(=O)Nc2ccccc2Cl)c1)c1ccc(F)cc1,-2,-58,5,9,0.1,37,25,5
COc1ccc(OC)c(N/C=C2/CCCCC2=O)c1,-2,13,32,-16,0.1,-5,34,2
COc1ccc(CC(=O)Nc2ccccc2C(=O)N2CCOCC2)cc1,1,-26,6,-20,-2.6,11,22,9
CC1CCN(S(=O)(=O)c2cccc(-c3nnc(-c4cccnc4)o3)c2)CC1,1,-15,10,-11,-1.4,10,38,5
CCN(CC)c1ccc(/C=N/NC(=O)c2cc3ccccc3[nH]2)cc1,3,-9,23,-24,3.3,-17,-102,13
COc1cc(CNc2ccc3[nH]c(=O)[nH]c3c2)ccc1OCc1ccccc1F,1,0,18,-22,14,5,7,3
Cc1cc(C)cc(NCC(=O)Nc2c(C)cccc2C)c1,-2,23,22,12,-1.4,22,24,0
CCC(O)(CC)C(=O)N=Nc1c(O)[nH]c2ccccc12,0,1,-6,-2,0.0,-11,7,-6
O=C1/C(=C/c2ccc(N3CCOCC3)o2)SC(=Nc2ccccc2)N1CCc1c[nH]c2ccccc12,-10,-38,28,91*,110*,100*,5,12
COc1cccc(CN2CCN(c3nc4nonc4nc3NC3CC3)CC2)c1,1,16,0,-1,-1.9,27,7,-4
CC(C)Nc1nc(Cl)nc(NC2CCCCC2)n1,-1,-27,25,-15,1.0,7,15,14
CC1=C(C(=O)N2CCOCC2)C(c2ccc(O)cc2)NC(=S)N1 (stereo not drawn),0,-1,10,4,2.7,4,10,2
COc1cccc(NC(=O)NCc2cccn2C)c1,1,2,16,-34,-0.8,3,11,-2
COc1cccc(OCc2cc(C(=O)NCCN3CCCCC3CO)no2)c1 (stereo not drawn),-3,-27,-4,-5,1.2,16,-21,-3
